# esBAF inh – SWI/SNF esBAF complex inhibition | mouse ES cells, Bmi1-luciferase knock-in reporter, 24 h; 100% = twice the neutral-well signal | reporter increase, % at 12.5 µM | actives 2% (n = 350,000); in the data active = activation above about 40%;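 note: 0% = median of the plate's neutral control wells and 100% = double that signal; a rise in the Bmi1 reporter signal indicates esBAF inhibition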
# SIRT5 block – blocks human SIRT5 desuccinylation of peptide; Q9NXA8; Purified SirT5, succinyl-peptide AMC, trypsin-coupled fluorescence; actives 1.1% (n = 330,000); inhibition, % at 15 µM; in the data active = inhibition above about 15%
# Target sequence (Q9NXA8 whole entry, looked up): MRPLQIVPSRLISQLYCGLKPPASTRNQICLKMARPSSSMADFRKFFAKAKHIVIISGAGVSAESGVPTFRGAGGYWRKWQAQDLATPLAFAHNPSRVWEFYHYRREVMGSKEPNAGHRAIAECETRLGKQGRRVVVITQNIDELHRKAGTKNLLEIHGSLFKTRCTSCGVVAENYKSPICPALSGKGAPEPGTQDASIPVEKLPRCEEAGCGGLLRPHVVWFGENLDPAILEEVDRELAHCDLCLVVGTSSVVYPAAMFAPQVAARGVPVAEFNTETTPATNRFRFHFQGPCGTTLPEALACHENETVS
# CASP6 VEID inh – inhibitors of human caspase-6; actives 0.53% (n = 350,000); inhibition, % at 12.5 µM; P55212; purified caspase-6, Z-VEID-R110 cleavage fluorescence;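 active = mean inhibition across replicates at least about 35%, with every replicate also reaching that limit, limit read from the data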;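 note: 0% = median of neutral control wells and 100% = no fluorescence left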
# Target sequence (P55212 24-179 limits assumed): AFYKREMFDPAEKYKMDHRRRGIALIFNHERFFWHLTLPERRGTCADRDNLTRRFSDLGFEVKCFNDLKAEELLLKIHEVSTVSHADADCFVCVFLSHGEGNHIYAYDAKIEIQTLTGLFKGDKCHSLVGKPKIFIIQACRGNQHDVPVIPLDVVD
# Target sequence (P55212 194-293 limits assumed): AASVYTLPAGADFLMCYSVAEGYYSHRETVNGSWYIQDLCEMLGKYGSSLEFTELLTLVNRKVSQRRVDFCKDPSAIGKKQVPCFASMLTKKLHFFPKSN
# FN deposition inh – fibronectin deposition inhibition; AH1F fibroblasts, Alexa488-fibronectin deposition fluorescence, overnight; inhibition, % at 12.6 µM; actives 0.086% (n = 350,000); AID 743247;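 active = mean inhibition across replicates of 30% or more, regardless of how many single replicates reach that level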;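 note: positive control wells lacked labelled fibronectin entirely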
#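 material = AH1F fibroblast monolayer depositing Alexa488-labelled fibronectin into matrix | amount = 10000 AH1F cells/well | buffer or medium = DMEM plus 2% serum, read in PBS | incubation = 1 h cell adhesion before compound, then overnight fibronectin incubation | detection = fluorescence at 485 nm excitation, 525 nm emission | evaluation = percent inhibition as loss of matrix-bound fibronectin fluorescence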
# LGR2 antag – inhibitors of bursicon-induced Drosophila LGR2 receptor cAMP signaling; HEK293 LGR2, CRE-luciferase, bursicon-stimulated, 4 h; inhibition, % at 9.99 µM; actives 0.35% (n = 380,000); AID 720647;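 active = drop in luminescence signal, shown as inhibition above about 50% in the replicate tests, limit read from the data, passing the limit was not always enough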;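 note: agonist challenge used bursicon conditioned medium at about half maximal strength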
# Statin myotox sup – suppression of simvastatin myotoxicity | C2C12 myotubes + simvastatin, ATP luminescence, 48 h; scaled: DMSO 0, geranylgeraniol control 100 | actives 0.78% (n = 330,000) | rescue of ATP level, % at 7.49 µM | AID 602340;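 active = mean ATP rescue above about 67%, or every replicate alone reaching that limit, limit read from the data, passing the limit was not always enough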;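 note: myotubes were challenged with 10 µM simvastatin during compound exposure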
# S100A4 MyoIIA – blocks human S100A4 binding to myosin IIA peptide; actives 0.14% (n = 360,000); P26447; inhibition, % at 10.7 µM; S100A4/TAMRA-MyoIIA peptide fluorescence polarization;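 active = mean inhibition of at least 70% across replicates, with every replicate also reaching that level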
# Target sequence (P26447 whole entry, looked up): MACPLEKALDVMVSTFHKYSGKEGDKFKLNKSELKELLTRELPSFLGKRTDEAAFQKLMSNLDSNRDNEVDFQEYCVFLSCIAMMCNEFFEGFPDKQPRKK
#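 Material: S100A4 monomer protein / Buffer or medium: 50 mM HEPES pH 7.2, 10 mM CaCl2, 100 mM KCl / Times: 5 min incubation before reading / Benchmarks: neutral control DMSO, positive control TFP / Reagent: labelled myosin peptide probe, 5 nM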
# Numbers without * were called inactive; . = no result given. Only part of the results is shown (hit frequency here may not be typical).
structure	esBAF inh	S100A4 MyoIIA	LGR2 antag	SIRT5 block	CASP6 VEID inh	Statin myotox sup	FN deposition inh
CCOc1ccc(S(=O)(=O)N2CCN(C(=S)NCC3CCCO3)CC2)cc1 (configuration not stated)	-5	0	-11	-9	-3	-5	-5
O=C(C[C@H]1CC[C@H]2[C@@H](COC[C@H](O)CN2S(=O)(=O)c2ccc(Cl)cc2)O1)N[C@@H]1CCN(Cc2ccccc2)C1	5	-31	-13	-1	-2	-1	6
CCCC1/C(=N/O)CC(c2ccccc2)NC1c1ccccc1 (configuration not stated)	.	0	14	-2	4	.	-7
O=S(=O)(c1cccc(-c2n[nH]c(=S)n2-c2cccc(C(F)(F)F)c2)c1)N1CCOCC1	-2	-3	16	-3	-2	11	-4
COc1cc(S(=O)(=O)NCc2ccncc2)ccc1Br	-14	0	-7	-1	0	-10	.
COc1ccccc1NC(=O)N1CC(=O)N2[C@H](C1)[C@@H](c1ccc(C#CC3CC3)cc1)[C@@H]2CO	.	6	-3	-2	-1	.	.
COc1ccc(S(=O)(=O)Nc2ccc3c(c2)CC(=O)N([C@@H](C)CO)C[C@H](C)[C@H](CN(C)C(=O)Nc2cccc4ccccc24)O3)cc1	-6	8	6	-3	7	20	2
Cc1c(NC(=O)c2ccc(N(Cc3ccccc3)S(C)(=O)=O)cc2)c(=O)n(-c2ccccc2)n1C	-7	6	13	-3	0	1	.
COc1ccc(NC(=O)Nc2ccc3c(c2)CC(=O)N([C@@H](C)CO)C[C@H](C)[C@@H](CN(C)Cc2ccncc2)O3)cc1	4	19	-2	-8	0	6	.
OCCC1CN(Cc2cccn2-c2ncccn2)CCN1CCc1ccccc1 (configuration not stated)	-7	0	-5	9	-1	1	11
N#CCC(=O)Nc1ccc(C(=O)OCC(=O)NC(=O)Cc2ccccc2)cc1	2	-5	7	8	6	1	14
C/C(=N\NC(N)=O)c1cccc(Cl)c1	.	-1	-4	0	2	.	13
Cc1ccc(CNS(=O)(=O)c2ccc3c(c2)CCN3C(=O)C2CCC2)cc1	-5	0	11	-1	-3	1	0
CN(C)C(=O)[C@@H]1[C@@H](CO)[C@@H]2Cn3c(ccc(-c4ccccc4)c3=O)[C@@H]2N1C(=O)c1ccccn1	5	15	-6	12	0	5	.
C/C(=N\Nc1cc(C)nc(NCc2ccccc2)n1)c1cccc([N+](=O)[O-])c1	.	-21	2	0	1	.	-3
CCCCC[C@H](O)/C=C/C1C(=O)C=C[C@H]1C/C=C\CCCC(=O)OC (some centres not stated)	0	0	-14	5	53*	-11	1
COc1cc(OC)c2c(-c3cccc(-c4ccc(OC)c(F)c4)c3)cc(=O)oc2c1	0	0	-27	0	-2	-20	-31
COc1ccc(OCC(=O)c2c(O)c3ccccc3oc2=O)cc1	-1	-1	0	4	0	.	.
COc1cccc(C(=O)Nc2ccc3c(c2)CCCN3C(=O)c2cccs2)c1OC	17	-5	-18	1	3	-61	8
CCCCOC(=O)c1ccc(NC(=S)N2CCN(c3ncc4c(=O)c(C(=O)O)cn(CC)c4n3)CC2)cc1	-19	0	-7	0	-1	36	-4
CCOCCCN(C(=O)c1snc(C(N)=O)c1N)C(C(=O)NCCC(C)C)c1ccc(F)cc1 (configuration not stated)	4	-7	14	2	2	-1	-9
Cc1c(C)c2ccc(OCC(=O)NCCN3CCOCC3)c(C)c2oc1=O	-3	-5	9	-2	-2	-11	-4
C/C(=N\Nc1ccc(C(F)(F)F)cn1)c1ccncc1	2	0	-25	0	-2	-4	8
COC(=O)C[C@H]1CC[C@H]2[C@H](COc3ccc(NS(=O)(=O)c4ccccc4F)cc3C(=O)N2C)O1	4	.	12	.	.	-4	-8
Nc1nonc1-n1nnc(C(=O)N/N=C/c2ccc(Cl)cc2Cl)c1CN1CCOCC1	-4	4	4	0	1	-51	-5
Cc1cccc(-c2ccc([C@@H]3[C@H](CO)N4CCCCN(S(=O)(=O)c5ccccc5F)C[C@@H]34)cc2)c1	-3	.	7	.	.	15	10
Cc1csc(NC(=O)c2nc(-c3ccccc3)n(-c3ccccc3)n2)n1	7	.	.	.	.	1	-14
COc1cccc(NC(=S)N2CCN(c3ccccn3)CC2)c1	15	.	-3	.	.	-1	4
CCOC(=O)C1=C(C)OC(=CC=Cc2ccccc2)C1=O	.	-13	16	1	5	.	1
Fc1ccc(N/N=C/c2ccc(N3CCOCC3)cc2)c(F)c1	.	6	-7	2	-1	.	-7

# Five entries from above, arranged by SMILES length, rising:
structure	esBAF inh	S100A4 MyoIIA	LGR2 antag	SIRT5 block	CASP6 VEID inh	Statin myotox sup	FN deposition inh
C/C(=N\Nc1ccc(C(F)(F)F)cn1)c1ccncc1	2	0	-25	0	-2	-4	8
COc1cccc(NC(=S)N2CCN(c3ccccn3)CC2)c1	15	.	-3	.	.	-1	4
Cc1csc(NC(=O)c2nc(-c3ccccc3)n(-c3ccccc3)n2)n1	7	.	.	.	.	1	-14
CCOCCCN(C(=O)c1snc(C(N)=O)c1N)C(C(=O)NCCC(C)C)c1ccc(F)cc1 (configuration not stated)	4	-7	14	2	2	-1	-9
COC(=O)C[C@H]1CC[C@H]2[C@H](COc3ccc(NS(=O)(=O)c4ccccc4F)cc3C(=O)N2C)O1	4	.	12	.	.	-4	-8

# (list continues)
structure	esBAF inh	S100A4 MyoIIA	LGR2 antag	SIRT5 block	CASP6 VEID inh	Statin myotox sup	FN deposition inh
O=C(Nc1ccc(Oc2cccnc2)cc1)C1CCN(Cc2ccccc2)CC1	-2	2	-10	-2	-4	18	-1
CCCCN(Cc1ccccc1)C(=O)C1CCC(=O)N(CCc2ccccn2)C1 (configuration not stated)	.	-4	0	3	-1	.	1
Cc1ccc(C)c(-n2cc(CN3CCNC(=O)CC3)c(-c3ccccc3)n2)c1	.	-5	-23	.	0	.	16
Cc1noc(C)c1NC(=O)N(C)C[C@H]1Oc2ncc(C#CC(C)C)cc2C(=O)N([C@H](C)CO)C[C@H]1C	2	-21	-14	-1	0	-5	0
CCN1C(=O)[C@H]2[C@@H](c3ccc(OC)cc3)N3C(=O)CN(CCOC)C(=O)[C@@]3(Cc3ccccc3)[C@H]2C1=O	-2	2	-12	-6	-1	17	1
COc1cccc(CNc2ccc3c(c2)ncn3C(C)C)c1OC	34	15	-50	-1	0	9	1
Cc1cc(NC(=O)CCC(=O)N(Cc2ccco2)C2(C(=O)NC3CCCC3)CCC(C)CC2)no1 (configuration not stated)	-2	-4	-7	2	3	6	-3
CN(CC(=O)Nc1c(Cl)cccc1Cl)C(=O)C1CCN(C(=O)Nc2ccccc2)CC1	1	0	11	-2	-1	-2	6
CCOc1ccc(C(C)=O)cc1CN1C(=O)NC2(CCCCCCC2)C1=O	.	-5	12	0	-3	.	-6
COc1ccc2c3c([nH]c2c1)[C@@H](CO)N(Cc1ccccn1)CC31CCN(C(=O)CC2CC2)CC1	.	9	-10	3	-2	.	.
O=C(NC1CCCCC1)c1ccc2ccccc2c1O	83*	11	-88	4	-3	-7	-2
Cc1ccc(OCC(=O)N2CCN(c3nnc(-c4ccccc4)c4ccccc34)CC2)cc1	-21	.	.	.	.	17	-4
O=C(CSc1nnc(NC(=O)Cc2ccccc2)s1)NCC1CCCO1 (configuration not stated)	-7	-1	13	-6	0	12	7
O=C1C(=Cc2ccc(F)cc2)Cc2ccccc21	.	-18	-16	.	3	.	3
CCCNC(=O)N1CC2(C1)[C@H](c1ccccc1)[C@H](CO)N2CC1CCOCC1	.	-6	-8	-2	0	.	1
CC12CCC(C/C1=N\N=C1\NC(=O)/C(=C\c3cccc(Br)c3)S1)C2(C)C (configuration not stated)	-4	.	2	.	.	9	3
CC(C)c1nc2sc3c(SCCN(C)C)ncnc3c2c2c1CCC2	-1	0	.	-6	-2	-1	1
O=C(Cn1c(=O)c2cccn2c2ccccc21)NCCc1ccc(Cl)cc1	3	-1	-3	-5	-3	2	2
Cc1ccccc1S(=O)(=O)c1cc(C#N)c(=O)[nH]c1N	7	1	11	-1	1	7	.
COc1ccc(C2=NN(CN3C(=O)C(=O)c4ccccc43)C(c3ccc(Br)cc3)C2)cc1 (configuration not stated)	22	-5	1	3	-2	-6	.
CCOC(=O)C(Cc1cc(C(C)=O)ccc1OC(C)C)C(=O)OCC	-1	-4	.	.	.	4	-1
CCN1CCN(C(=O)c2ccccc2N(Cc2ccccc2)S(C)(=O)=O)CC1	5	.	.	.	.	-3	14
CCOC(=O)c1cc(=O)n(-c2ccc(Cl)cc2C)[nH]1	-4	-11	9	-4	2	-5	0
O=C(NCCCN1CCOCC1)c1ccc(Cl)s1	0	.	9	.	.	-1	1
Cc1cccc(OCC(=O)N/N=C/c2ccc(N(C)C)cc2)c1	5	-1	-12	-3	0	-5	-5
C[C@@H]1CCCCO[C@H](CN(C)C(=O)c2ccccc2)[C@H](C)CN([C@H](C)CO)C(=O)c2cc(NS(=O)(=O)c3ccc(Cl)cc3)ccc2O1	1	-2	-8	0	3	.	4
CCOc1ccc(S(=O)(=O)N2CCCCC2)cc1NS(=O)(=O)c1cccs1	0	58	-6	-4	0	12	-8
COCCNC(=O)CCC1CCN(Cc2cccc(Oc3ccccc3)c2)CC1	-7	-7	6	7	-1	5	6
CC(C)NC(=O)N(C)C[C@@H]1Oc2ncc(C#Cc3ccc(F)cc3)cc2C(=O)N([C@H](C)CO)C[C@H]1C	3	-2	-3	-12	1	19	10
CCOC(=O)N1CCN(c2cc(=O)n(-c3ccc(C)cc3)c(=O)[nH]2)CC1	-3	-5	.	0	-1	2	-1
CCOC(=O)c1c(-c2ccccc2)oc2ccc(OCC(N)=O)cc12	-7	-1	-17	22*	1	0	6
C[C@H]1CN([C@@H](C)CO)C(=O)c2cc(NS(=O)(=O)c3ccc(Cl)cc3)ccc2O[C@@H]1CN(C)Cc1ccccc1	-6	1	11	3	-1	34	.
CS(=O)(=O)N1CCC(C(=O)NCc2ccccc2)CC1	.	-31	-20	-4	-3	.	9
O=C(COC(=O)/C=C/c1ccccc1)NC1CCCC1	-3	10	-12	-1	3	4	1
COc1ccc(C(=O)NCC(=O)NCC(c2ccco2)N(C)C)cc1OC (configuration not stated)	.	-3	.	-2	-3	.	-3
Cc1ccc(NC(C)c2cc(Cl)ccc2O)cc1 (configuration not stated)	3	.	.	.	.	8	-5
Cc1ccc(NC(=O)CCCc2nc3ccccc3c(=O)[nH]2)c(Cl)c1	4	2	0	0	0	-16	-2
O=C(NCC(c1cccs1)N1CCOCC1)c1ccccc1NS(=O)(=O)c1cccc([N+](=O)[O-])c1 (configuration not stated)	.	-12	1	-5	3	.	-8
CC(C)(C)c1ccc(C(=O)NNC(=S)NCc2ccco2)cc1	.	-3	-9	3	3	.	-2
CCCCCNC(=O)Cc1ccc(OC)cc1	24	.	0	.	.	3	.
COc1ccc(S(=O)(=O)N(C)C[C@@H]2OCCCC[C@H](C)Oc3ccc(NC(=O)CCCN(C)C)cc3C(=O)N([C@H](C)CO)C[C@H]2C)cc1	3	-11	7	-6	-2	.	.
COc1cccc(CNC(=O)C[C@H]2C=C[C@H](NS(=O)(=O)c3ccccc3OC)[C@@H](CO)O2)c1	2	6	-6	-6	15	-1	.
C/C=C/c1ccc([C@H]2[C@@H](CO)N(CC3CCOCC3)C23CN(C(=O)COC)C3)cc1	.	-3	0	-4	1	.	-13
CCOc1ccccc1/C=N/Nc1ccccc1[N+](=O)[O-]	54*	.	40	.	.	29	-3
Cc1ccc(S(=O)(=O)NC2CCCCC2)c2nsnc12	.	-1	5	-2	2	.	1
Cc1cc2nc(C3CCCCC3)c(Cc3cccc(Cl)c3)n2c(C)c1Br	.	3	8	2	-2	.	-3
CN(C)S(=O)(=O)c1cccc(NC(=O)CSc2nncn2C)c1	.	2	-4	-2	1	.	2

# Source: PubChem BioAssay (Broad Institute)
